Screening results: PubChem BioAssay, National Center for Advancing Translational Sciences (NCATS)
Lipid storage S3 – qHTS Assay for Lipid Storage Modulators in Drosophila S3 Cells; AID 2685, 2010; 320,000 tested, 0.64% active; lipid storage change, negative = inhibition, % at the top dose, mostly 46.1 µM; hits show Potency in µM; Drosophila S3 cells, BODIPY lipid droplet fluorescence, 18-24 h; cells fed with added oleic acid; active = well fitted inhibition curve with a large enough effect in the signal ratio, with a control signal flat, not every such curve was filed as active; inconclusive = small, poorly fitted or top-dose-only effect, or effect the other way, or a change in a side signal; the % refers to the signal ratio
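Drosophila S3 cells got compounds at several concentrations plus oleic acid (400 uM solution). Laser-scanning cytometry with 488 nm excitation read lipid droplets at 500-530 nm and cells at 575-640 nm. Percent activity was relative to 20 uM Triacsin C.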
Lipid storage S3 cell count max – further read-out of Lipid storage S3, marked with its call; cell number change, %; measured here: cell count max response;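 cells counted by Cell Tracker Red CMTPX staining in the red channel; peak over a dose series mostly up to 46.1 µM; percent activity relative to internal control wells on each plate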
The depositor's hits bear a star; i = inactive; ? = inconclusive; / = no result given. % is scaled to controls: 0 for no effect and ±100 for the full control effect; potency is read from the fitted curve at half-maximal effect. Some of the compounds tested; rates above refer to the full screens.

Results follow in this order: Lipid storage S3, Lipid storage S3 cell count max
> Cc1cc(C(=O)CSc2nnc(C3COc4ccccc4O3)n2C)c(C)n1-c1ccc(F)cc1 (centres undefined)
  i, -9
> Nc1ccc2nc3n(c(=O)c2c1)CCC3
  ?, /
> CS(=O)(=O)N(CCc1ccccc1)CC(=O)Nc1ccc(OCc2ccccc2)cc1
  ?, /
> COC(=O)c1ccc2c(=O)n(CC3CCCO3)c(SCC(=O)Nc3ccccc3OC)nc2c1 (centres undefined)
  ?, /
> CC(CC(=O)Nc1ccc(C(N)=O)cc1)c1ccccc1 (centres undefined)
  ?, /
> CCOc1ccc(CNC(=O)C2Cc3cc(S(=O)(=O)N4CCCCC4)ccc3N2C(C)=O)cc1 (centres undefined)
  -8%, 8
> C#CCOCCOCCOCCNc1nc(N2CCOCC2)nc(N2CCN(C(=O)[C@H](Cc3ccc(O)cc3)n3cc([C@@H](N)CC(C)C)nn3)CC2)n1
  0%, 7
> O=C(CSc1nnc2ccccn12)NC(=O)Cc1ccccc1
  ?, /
> Cn1ccnc1SCc1cccc([N+](=O)[O-])c1
  i, -2
> Cn1c(C(C#N)C(=O)c2ccco2)nc2ccccc21 (centres undefined)
  ?, /
> CC(Cc1ccccc1)NC(=O)c1cc([N+](=O)[O-])ccc1Cl (centres undefined)
  2%, 6
> O=C(NCc1cccc(F)c1)c1noc2c1CCCC2
  i, 11
> CCCN(CC(=O)Nc1ccc(C(N)=O)cc1)CC(=O)Nc1ccccc1C
  ?, /
> CCS(=O)(=O)N1CCC(C(=O)NCc2ccc(OC)cc2OC)CC1
  -2%, 16
> Cc1c(C(=O)N/N=C/c2cccnc2)sc(=S)n1C
  ?, /
> CCOc1ccc(C(C(=O)NC2CCCC2)N(C(=O)c2snc(C(N)=O)c2N)c2cccc(O)c2)cc1 (centres undefined)
  ?, /
> CCOC(=O)c1oc2ccc(S(=O)(=O)n3nc(-c4ccc(OC)cc4)cc3N)cc2c1C
  -20%, -8
> CCOC(=O)c1ccc(NC(=O)c2ccccc2)cc1
  ?, /
> Cc1ccc(SC(C)C(=O)Nc2ccc(S(=O)(=O)N3CCOCC3)cc2)cc1 (centres undefined)
  ?, /
> Clc1ccc(CSc2nnc(-c3ccc4c(c3)OCO4)o2)cc1
  ?, /

The last three entries of the section above come first, to join the parts:
Results follow in this order: Lipid storage S3, Lipid storage S3 cell count max
> CCOC(=O)c1ccc(NC(=O)c2ccccc2)cc1
  ?, /
> Cc1ccc(SC(C)C(=O)Nc2ccc(S(=O)(=O)N3CCOCC3)cc2)cc1 (centres undefined)
  ?, /
> Clc1ccc(CSc2nnc(-c3ccc4c(c3)OCO4)o2)cc1
  ?, /
> Cc1c2cnn(CC(=O)NCCCN3CCCCC3)c(=O)c2c(C)n1Cc1ccccc1
  -13%, -13
> CC(Oc1ccc(Br)cc1)C(=O)Nc1nc(-c2ccccn2)cs1 (centres undefined)
  ?, /
> COC(=O)c1cc(CNC(=O)c2ccccc2Cl)ccc1OC
  ?, /
> Cc1ccn2c(-c3n[nH]c(=S)n3C)c(C)nc2c1
  0%, /
> CN(CC(=O)O)S(=O)(=O)c1cc(Cl)ccc1Cl
  ?, /
> c1ccc(-c2ccnc3nc(-n4cccc4)nn23)cc1
  ?, /
> Cc1nnc(SCC(=O)Nc2nc3ccccc3s2)n(N)c1=O
  -9%, -20
> COc1ccc(-c2nnc(SCC(=O)N3CCOCC3)o2)cc1
  13%, -14
> Cc1nn(-c2ccccc2)c2sc(C(=O)n3cccn3)cc12
  ?, /
> CCc1c(O)cc(=O)n(-c2ccccc2)c1-c1ccccc1
  -17%, -2
> CCN(CC)CCCn1c2c(c(SCC(=O)N3CCCc4ccccc43)nc1=O)CCC2
  ?, /
> O=C(Cn1cnc(S(=O)(=O)N2CCOCC2)c1)Nc1ccc(OC(F)(F)F)cc1
  i, 1
> COc1cc(NC(=O)C(=O)N2CCN(C)CC2)c(OC)cc1Cl
  -23%, 4
> CC1CCN(S(=O)(=O)c2cc([N+](=O)[O-])ccc2Cl)CC1
  8%, /
> COC(=O)c1c(NC(=O)CN2CCCc3ccccc32)sc(C)c1C
  ?, /
> c1ccc(CNc2nc(NCc3ccco3)nc(N3CCOCC3)n2)cc1
  i, -1
> O=[N+]([O-])c1cc([N+](=O)[O-])c(Oc2cc(Cl)ccc2Cl)cc1NC1CCCCCCC1
  ?, /
> COc1ccccc1NNC(=O)c1cc(C(C)(C)C)nn1Cc1ccccc1
  4%, 13
> O=C(CCc1nnc(CCC2CCCCC2)o1)NCc1ccon1
  ?, /
> CC(=O)N1CCN(C(=O)Cn2c(=O)oc3ccccc32)CC1
  ?, /

Sorted by the number under Lipid storage S3 cell count max (descending): some entries from above.
Results follow in this order: Lipid storage S3, Lipid storage S3 cell count max
> COc1ccccc1NNC(=O)c1cc(C(C)(C)C)nn1Cc1ccccc1
  4%, 13
> O=C(Cn1cnc(S(=O)(=O)N2CCOCC2)c1)Nc1ccc(OC(F)(F)F)cc1
  i, 1
> c1ccc(CNc2nc(NCc3ccco3)nc(N3CCOCC3)n2)cc1
  i, -1
> CCc1c(O)cc(=O)n(-c2ccccc2)c1-c1ccccc1
  -17%, -2
> COc1ccc(-c2nnc(SCC(=O)N3CCOCC3)o2)cc1
  13%, -14
> Cc1nnc(SCC(=O)Nc2nc3ccccc3s2)n(N)c1=O
  -9%, -20

Continuation.
Results follow in this order: Lipid storage S3, Lipid storage S3 cell count max
> CC(CCc1ccccc1)NC(=O)CSc1ccccn1 (centres undefined)
  ?, /
> COC(C(=O)Nc1ccccc1F)c1ccccc1 (centres undefined)
  i, /
> O=C(O)/C(=C1/OC(=O)c2ccccc21)c1ccccc1
  0%, 3
> COCCNC(=O)/C(C#N)=C/c1ccc(C(=O)O)cc1
  ?, /
> Cc1cc(C)c2c(c1)c(C)cc1nnc(SCC(=O)c3cccs3)n12
  ?, /
> CCc1ccc(C(=O)NNC(=O)CCc2nc3ccccc3c(=O)[nH]2)cc1
  30%, 3
> C/C(N)=C(\C#N)C(=O)NCc1ccccn1
  -3%, -2
> COCCSc1nnc(-c2cccc(C#N)c2)n1C
  4%, 5
> CN(C)S(=O)(=O)N1CCC(Oc2ccc(C(=O)N3C[C@H]4CC[C@H]3C4)cc2)CC1
  ?, /
> COc1ccc2c(-c3ccccc3)cc(SCC(=O)N(C)C)nc2c1
  i, /
> O=C(NCC1CCCO1)c1cn(Cc2ccccc2Cl)nc1-c1ccccc1 (centres undefined)
  ?, /
> O=C(c1cccc(F)c1F)N1CCCC1
  -1%, 6
> C=CCN1CCN(C(=O)c2cc3c(s2)CCC(CC)C3)CC1 (centres undefined)
  -6%, 14
> Cc1ccc2[nH]c3c(c2c1)CN(C(=O)CN1CCN(c2ccccc2F)CC1)CC3
  ?, /
> O=C(N/N=C/c1cccs1)c1cccnc1
  13%, 6
> COc1ccccc1N(CC(=O)NC1CCCC1)C(=O)C1(C)CC(=O)N=C2C=CC(C)=CN21 (centres undefined)
  ?, /
> Cc1ccc(C2N(c3cccc(Cl)c3)C(=O)N3CCCN23)cc1 (centres undefined)
  -3%, -12
> CN(CC(=O)Nc1cc(Cl)ccc1Cl)C1CCS(=O)(=O)C1 (centres undefined)
  ?, /
> CCCOc1ccc(CSc2nc3ccccc3[nH]2)cc1
  ?, /
> COc1cc(S(=O)(=O)NCc2ccc3c(c2)OCO3)c(OC)cc1C
  ?, /
> COc1ccc(N2CCN(c3ccc(N4C(=O)COCC4=O)cc3[N+](=O)[O-])CC2)cc1
  ?, /
> C=CCc1c(C)nc(-c2ccccc2)nc1N/N=C/c1ccncc1
  20%, -12
> O=C(O)CCCCCNC(=O)Cn1nnc2ccccc2c1=O
  6%, -24
> COc1ccc(Nc2nc(Cl)nc(Nc3ccc(OC)cc3)n2)cc1
  7%, -12
> CCn1c(C)cc(C(=O)CSc2nnc(-c3ccco3)o2)c1C
  ?, /
> O=C1NC(=Nc2ccccc2)S/C1=C\c1cccn1-c1ccccc1
  i, 16
> O=c1cc(O)c2ccc(O)cc2o1
  -1%, -1
> CC(=O)c1ccc(NC(=O)C2CCCN2S(=O)(=O)c2ccc(C)cc2)cc1 (centres undefined)
  -13%, -21
> CC(C)CNC(=O)c1cccc(NC(=O)c2ccc(Cl)c([N+](=O)[O-])c2)c1
  ?, /
> O=C(Nc1nnc(SCc2ccc(F)cc2)s1)c1ccc2ncsc2c1
  ?, /
> Cc1ccc(NC(=O)Nc2cccc3ccccc23)cc1
  ?, /
> FC(F)(F)c1ccc(N2CCN(Cc3ccc4c(c3)OCO4)CC2)nc1
  14%, 1
> O=C(Nc1ccc2c(c1)OCO2)c1ccc(Br)c(S(=O)(=O)N2CCCC2)c1
  1%, /
> CC12CCC(C(=O)NNc3ccc([N+](=O)[O-])cc3)(CC1=O)C2(C)C (centres undefined)
  ?, /
> O=C(COC(=O)C1CC(=O)N(CCc2ccccc2)C1)c1ccc[nH]1 (centres undefined)
  0%, -2
> CCOc1ccsc1C(=O)NNC(=O)c1ccco1
  ?, /
> COc1cccc(C(=O)N2CCCN(C)CC2)c1OC
  ?, /
> COc1ccc(C(=O)Nc2ccc(C)cc2C(=O)c2ccccc2)c(OC)c1
  6%, 13
> CCN(CC)S(=O)(=O)c1ccc2nc(COC(=O)c3n[nH]c4ccccc34)[nH]c2c1
  ?, /
> CN(C)S(=O)(=O)c1cccc(C(=O)N2CCN(Cc3ccccc3)CC2)c1
  8%, -9
> Cc1ccc(CNC(=O)COc2ccc(C(=O)c3ccc(F)cc3)cc2)cc1
  8%, 1
> CC1=N/C(=C/c2cc(Br)cc(Br)c2O)C(=O)O1
  ?, /
> COc1cc(-c2nnn(CC(=O)NC3CCS(=O)(=O)C3)n2)ccc1OCc1ccccc1 (centres undefined)
  ?, /
> COc1cc(C(=O)N/N=C/c2ccc(OC(=O)c3ccccc3Cl)c(OC)c2)ccc1O
  ?, /
> O=C(C1CCN(C2CC(=O)N(c3ccc(F)cc3)C2=O)CC1)N1CCOCC1 (centres undefined)
  ?, /
> O=C(NCCc1c[nH]c2ccccc12)/C(=C/c1cccnc1)NC(=O)c1ccco1
  i, -18
> CCN(CC)S(=O)(=O)c1ccc(NC(=S)Nc2ccccc2)cc1
  5%, 3
> CCN(c1cccc(C)c1)c1ncnc2nc[nH]c12
  i, /
> COC(=O)c1c(NC(=O)C(C)C)sc2c1C(C(=O)OC)CC2 (centres undefined)
  5%, 1
> COc1ccc(C(=O)Nc2cccc(C(=O)N3CCCC3)c2)cc1
  ?, /
> CCOC(=O)C(=O)C1=CN(Cc2ccccc2)C=C(C#N)C1
  i, /
> COc1ccc(CC(=O)NCc2cccc(CNC(=O)Cc3ccc(OC)c(OC)c3)c2)cc1OC
  15%, -7
> O=C(CSc1ncccn1)NC1CCCc2ccccc21 (centres undefined)
  0%, 2
> O=C(Nc1nnc(-c2ccccc2SCc2ccccc2)s1)Nc1ccccc1F
  6%, 6
> Cc1cc2oc(=O)cc(CN(C)Cc3cccc(F)c3)c2cc1C
  ?, /
> CCOc1cc(N2CCOCC2)c(OCC)cc1NC(=O)Cc1cccc(OC)c1
  ?, /
> COc1ccc(C2=NN(C(=O)CN3CCCCC3)C(c3ccc(OC)cc3)C2)cc1 (centres undefined)
  -1%, -1
> O=C(/C=C/c1ccc(Cl)cc1)N1CCN(c2ccc([N+](=O)[O-])c(N3CCOCC3)c2)CC1
  ?, /
> O=C(Cn1ccc(NC(=O)OCc2ccccc2)nc1=O)NCc1nc2ccccc2[nH]1
  ?, /
> CC(=O)N(C(C)=O)n1c(/C=C/c2cccc([N+](=O)[O-])c2)nc2ccccc2c1=O
  5%, 4

The list continues:
Results follow in this order: Lipid storage S3, Lipid storage S3 cell count max
> Fc1ccc(CNc2ncnc3cc(Cl)ccc23)cc1
  ?, /
> CCCCn1nnc(NC(=O)c2ccc(-c3ccccc3[N+](=O)[O-])o2)n1
  ?, /
> Cc1nc(NCCc2cnc[nH]2)c2oc3ccccc3c2n1
  ?, /
> CCOC(=O)c1c[nH]c2c(C)ccc(Cl)c2c1=O
  8%, -5
> COc1ccccc1C(=O)Nc1ccc(C(=O)c2ccccc2)cc1
  ?, /
> CCCOc1ccccc1OCC(=O)Nc1ccc(S(=O)(=O)N2CCCC2)cc1
  ?, /
> COc1ccc(-c2csc(NC(=O)CN3C(=O)NC4(CCCC4)C3=O)n2)cc1
  ?, /
> Cc1ccc(CNC(=O)C2CCCN(S(=O)(=O)c3ccc(F)cc3)C2)cc1 (centres undefined)
  ?, /
> O=C(Cc1ccccc1Cl)NCc1cccnc1
  ?, /
> CCCC(=O)Nc1nc(-c2ccc(Cl)s2)cs1
  ?, /
> O=C(O)c1ccc(-n2cccc2/C=C2/NC(=O)N(c3ccccc3)C2=O)cc1
  ?, /
> Cc1nc(Nc2ccc(Cl)cc2Cl)sc1C(=O)Nc1ccccc1
  -10%, -20
> CC(C)C(=O)N1CCN(c2ccc(NC(=O)c3ccc4c(c3)OCCO4)cc2)CC1
  ?, /
> CCOc1ccc(-c2nn[nH]n2)cc1
  ?, /
> COc1cc(C(=O)N/N=C/c2cn(Cc3ccccc3)c3ccccc23)ccc1O
  ?, /
> COC(=O)C(C)Oc1cc(OC(C)C(=O)OC)c2c(C)c(Cl)c(=O)oc2c1 (centres undefined)
  1%, 15
> CCCOc1ccc(-c2nn(-c3ccccc3)cc2/C=C2\SC(=S)N(C3CCS(=O)(=O)C3)C2=O)cc1 (centres undefined)
  ?, /
> O=C(/C=C/c1cc([N+](=O)[O-])ccc1OC(F)F)Nc1cccc([N+](=O)[O-])c1
  22%, -10
> Cc1cnc2c(C(=O)O)cnn2c1
  2%, 4
